# Screens as filed in PubChem.
# AmpC detergent = qHTS Inhibitors of AmpC Beta-Lactamase (assay with detergent) | actives 0.041% (n = 370,000) | AmpC hydrolysis of nitrocefin, absorbance 480 nm, 0.01% Triton | P00811 | Potency, µM (titrated, usually from 114 µM), inactives show at the highest dose activity change, negative = inhibition, hits mostly inhibitors;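 note: potency is the fitted concentration of half-maximal effect; 0% = no-compound wells and -100% = no-enzyme wells; nearly all actives have a fitted effect of over 25% in size; some results filed as inactive show a strong effect at the top dose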
# Target sequence (P00811 whole entry, looked up): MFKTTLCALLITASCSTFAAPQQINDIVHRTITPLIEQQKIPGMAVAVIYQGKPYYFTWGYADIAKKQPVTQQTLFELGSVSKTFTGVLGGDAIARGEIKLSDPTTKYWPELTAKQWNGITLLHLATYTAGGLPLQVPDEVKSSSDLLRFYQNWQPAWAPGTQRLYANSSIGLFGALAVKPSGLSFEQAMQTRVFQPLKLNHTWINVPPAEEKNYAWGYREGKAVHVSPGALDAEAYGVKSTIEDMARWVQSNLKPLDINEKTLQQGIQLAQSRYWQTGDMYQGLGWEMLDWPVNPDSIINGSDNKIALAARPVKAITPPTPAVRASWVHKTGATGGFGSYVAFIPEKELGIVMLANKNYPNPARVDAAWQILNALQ
#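 20 mM phosphate pH 7.0 + 0.01% (detergent screen) or 0.0001% Triton X-100; 5.3 nM AmpC reagent; cpd preinc 15 min RT; nitrocefin (800 uM stock) to start; A480 q20 s × 4 min; Activity was normalised to no-enzyme and no-compound control wells.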
# Sm TGR inh = qHTS Assay for the Inhibitors of Schistosoma Mansoni Peroxiredoxins; Schistosoma mansoni thioredoxin glutathione reductase (TGR), Q962Y6; purified TGR, DTNB reduction, TNB absorbance 405 nm; Potency, µM (titrated, usually from 114 µM), inactives show at the highest dose activity change, negative = inhibition, most hits filed as inhibitors; actives 3% (n = 360,000); AID 485364, 2010; note: potency is the fitted concentration of half-maximal effect; nearly all actives have a fitted effect of over 60% in size
#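 TGR 20 nM + NADPH 100 uM (dispensed conc.), cpd preinc 15 min RT; start with NADPH (500 uM addition) then DTNB (15 mM addition). Kinetic TNB absorbance, 405 nm filter. Four-parameter Hill fit across titration.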
# AMA1-RON2 inh = qHTS for Inhibitors of AMA1-RON; Towards Development of Antimalarial Drug Lead: Primary Screen | AID 720542, 2013 | Plasmodium falciparum AMA1 (3D7) - RON2 peptide interaction | Potency, µM (series often up to 58.2 µM), without a hit: at the top dose activity change, negative = inhibition, usual class: inhibitors | AlphaScreen AMA1-biotinylated RON2 peptide binding | actives 0.2% (n = 360,000);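 note: potency is the fitted concentration of half-maximal effect; 0% = vehicle wells and -100% = peptide control; nearly all actives have a fitted effect of over 45% in size; some results filed as inactive show a strong effect at the top dose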
#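 AMA1 (3D7) with his tag at 25 nM final met compounds first, then biotinylated RON2 peptide at 25 nM; detection used donor plus acceptor beads, 10 µg/mL apiece, read by AlphaScreen after 30 min at room temperature.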
# AmpC no deterg = qHTS Inhibitors of AmpC Beta-Lactamase (assay without detergent). AmpC nitrocefin hydrolysis, absorbance 480 nm, 0.0001% Triton. actives 0.52% (n = 330,000). Potency, µM (series often up to 57.1 µM), without a hit: top-dose activity change, negative = inhibition, hits mostly inhibitors;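 note: potency is the fitted concentration of half-maximal effect; plate controls were no compound for no effect and no enzyme for full effect; nearly all actives have a fitted effect of over 20% in size; some results filed as inactive show a strong effect at the top dose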
#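 AmpC (5.3 nM in the dispensed reagent) in 20 mM phosphate pH 7.0 with 0.01% (detergent screen) or 0.0001% Triton X-100 was preincubated with compounds for 15 min at room temperature. Nitrocefin was then added from an 800 uM solution, and hydrolysis was followed at 480 nm.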
# Giardia FBPA inh = qHTS Assay for Inhibitors of Fructose-1,6-bisphosphate Aldolase from Giardia Lamblia; actives 0.71% (n = 290,000); Potency, µM (series often up to 59.6 µM), for inactives: at the top dose activity, negative = inhibition, hits mostly inhibitors; A8B2U2; purified Giardia FBPA; AID 2451, 2010; note: potency is the fitted concentration of half-maximal effect; nearly all actives have a fitted effect of over 55% in size
# Target sequence (A8B2U2 whole entry, looked up): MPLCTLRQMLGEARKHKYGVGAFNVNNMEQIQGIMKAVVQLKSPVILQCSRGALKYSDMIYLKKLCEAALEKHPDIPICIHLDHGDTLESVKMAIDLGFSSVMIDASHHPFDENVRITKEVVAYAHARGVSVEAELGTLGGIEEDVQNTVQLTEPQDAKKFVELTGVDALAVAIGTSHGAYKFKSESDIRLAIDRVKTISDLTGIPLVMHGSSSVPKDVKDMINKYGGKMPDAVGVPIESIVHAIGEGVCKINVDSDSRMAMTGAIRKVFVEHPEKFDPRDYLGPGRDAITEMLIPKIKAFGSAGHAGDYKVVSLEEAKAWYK
#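 40 nM FBPA preincubated 10 min at RT with compound (up to 57.5 uM final), then substrate plus GAPDH/TPI/NAD/arsenate coupling and diaphorase/resazurin added. Fluorescence read after 20 min at RT, 525/598 nm.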
# HCMV inh = qHTS Assay for inhibitors of the human cytomegalovirus (HCMV); HFF cells, HCMV-luciferase reporter, 72 h; hits give low values; activity change, negative = inhibition, % at 57.5 µM; actives 4.5% (n = 410,000); in the data active = activity change below about -60%; inconclusive = no clear call, values can overlap the other calls; inactive = above about -39%
#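 Inhibition of viral replication was scored as loss of reporter luminescence in HFFs infected with HCMV-luciferase (MOI 1 PFU/cell) for 72 h; compounds tested at 2 doses, normalized to buffer and Salinomycin controls.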
# The depositor's hits bear a star; ? = inconclusive; / = not tested or not shown; [ ] = another dose, or the depositor's remark. Unless noted, calls come from the whole dose curve; as a rule, active = well fitted curve in the direction sought with a large enough effect; inconclusive = small, poorly fitted or top-dose-only effect, or another doubt; inactive = no such curve, though single readings can be large; an effect the other way counts as inactive or inconclusive. Unless noted, % is set by controls: 0 for no effect and ±100 for the full control effect.
# Sequence of screens: AmpC detergent	Sm TGR inh	AMA1-RON2 inh	AmpC no deterg	Giardia FBPA inh	HCMV inh
> CC(C)=C(NC(=O)c1ccccc1)C(=O)N/N=C/c1ccc(O)cc1
→ -17.0%	-12.1%	21.6%	-35.0%	-0.1%	-33.3
> O=C(Oc1cccc2c(O)cccc12)c1ccccc1
→ 10.6%	-16.1%	-7.8%	-27.6%	-13.6%	-14.1
> CCN(CC)CCN(Cc1cc2cc3c(cc2[nH]c1=O)OCCO3)C(=O)NC1CCCCC1
→ -13.8%	3.4%	10.7%	-3.3%	2.5%	22.4
> CN=C(Nc1cc(Cl)ccc1Cl)SC1CC(=O)N(c2ccc(C(=O)OC)cc2)C1=O (stereo not drawn)
→ ?	0.6%	-9.3%	23.0%	-4.5%	-14.6
> CC1CCCN(C(=O)C2CCN(c3ncnc4c3nc3n4CCCCC3)CC2)C1 (stereo not drawn)
→ 0.4%	-19.4%	-4.9%	82.1%[activator]	/	-14.5
> CCOP1(=S)Oc2cc3c(cc2C(C(=O)OC)(C(F)(F)F)O1)OCO3 (stereo not drawn)
→ 4.0%	-25.9%	3.0%	-13.8%	2.8%	-10.4
> CCOc1ccc(C(=O)N2CCN(Cc3cc(=O)n4nc(-c5ccccc5Cl)sc4n3)CC2)cc1
→ 13.3%	0.3%	/	/	/	10.8
> Cc1cccc(C(=O)N(CCc2ccccc2)Cc2ccccc2)c1[N+](=O)[O-]
→ -1.1%	-6.8%	7.7%	26.2%	/	-1.3
> COc1cc(OC)c2c(c1)OC(=O)CC2c1ccc(C)cc1 (stereo not drawn)
→ /	/	0.0%	-20.0%	-0.8%[89.2 µM]	-9.8
> Cc1nn(CCO)c2ncc(C(=O)c3cc(Cl)ccc3O)cc12
→ -4.5%	-23.2%	0.0%	-0.4%	12.1%	-0.5
> CN1CCN(Cc2cc(=O)oc3cc4c(cc23)CCC4)CC1
→ -9.0%	-17.9%	-1.7%	2.2%	-2.1%	2.4
> Cc1cccc(C(=O)NCC(=O)OCC(=O)c2ccc(Br)s2)c1
→ /	/	1.9%[11.6 µM]	-34.7%	/	-9.0
> CCC(C)(C)NC(=O)c1ccc2c(c1)OCCO2
→ -12.7%	11.0%	4.8%	-15.4%[11.4 µM]	5.5%	23.5
> CN(C)c1ccc(S(=O)(=O)N2CCCCC2)cc1NC(=O)C1CSC2(C)CCC(=O)N12 (stereo not drawn)
→ 2.5%	-17.7%	-10.4%	40.4%	/	-12.0
> CCN(Cc1ccc(C#CCCO)cc1)CC1CCCN(CCc2cccc(F)c2)C1 (stereo not drawn)
→ 1.6%	11.3%	-12.4%	54.3%	10.4%	-24.1

# Other results follow:
# Sequence of screens: AmpC detergent	Sm TGR inh	AMA1-RON2 inh	AmpC no deterg	Giardia FBPA inh	HCMV inh
> Cc1ccc(Nc2ncnc3c2cnn3-c2ccc(C)cc2)cc1
→ 2.2%	-0.1%	/	/	/	33.7
> Cc1ccccc1C(=O)Nc1cccc(N)c1
→ -5.7%	-8.8%	17.5%	-17.8%	-20.5%	10.8
> Cc1ccc(NC(=O)CCN2C(=O)CSC2=O)cc1
→ -3.1%	-7.7%	4.2%	-19.3%	4.8%	5.9
> NC(=NC(=O)c1ccccc1)N1CCOCC1
→ 0.0%	14.7%	6.7%	-7.8%	2.2%	-15.9
> CCCCCc1c(C)nc(NCc2ccccc2)[nH]c1=O
→ -12.9%	-6.8%	-7.0%	-33.3%	-10.5%	-13.9
> Cc1ccc(NC(=O)c2ccc(N3CCCC3=O)cc2)cc1S(=O)(=O)N1CCCCC1
→ 3.9%	6.7%	-2.2%	-12.3%	/	-29.1
> CCCn1c(SCc2cc(=O)oc3ccc4ccccc4c23)n[nH]c1=O
→ -12.3%	-22.4%	-3.2%	-25.3%	-11.3%	35.4
> Cc1cccnc1NC(=O)CCCN1C(=O)c2ccccc2C1=O
→ -5.4%	0.4%	-6.3%	-8.3%	-2.0%	7.5
> COCC(C)NCc1ccc(OC)c(Br)c1 (stereo not drawn)
→ -9.7%	-4.7%	-20.5%	-3.7%	-27.0%	-22.4
> COc1ccccc1CN1CC(C(=O)NCCc2ccc(C)o2)CCC1=O (stereo not drawn)
→ -0.6%	25.1µM*	5.2%	140.4%[activator]	/	24.1
> CCC(C)C(=O)Nc1nnc(SCC(=O)NC2CCCCC2)s1 (stereo not drawn)
→ 0.5%	-1.5%	-4.8%	-20.0%	5.9%	-18.5
> O=C(Cn1nc(Cc2cccnc2)c2ccccc2c1=O)NCC1CCCO1 (stereo not drawn)
→ ?	-0.5%	3.2%	0.501µM*	1.8%	-1.6
> COc1cc(C2C3=C(CCCC3=O)Nc3ccc4ncccc4c32)ccc1O (stereo not drawn)
→ -1.0%	-8.3%	-6.1%	-32.9%	-10.9%	5.3
> O=C1CC(c2ccc(F)cc2)c2c(c3ccccc3oc2=O)O1 (stereo not drawn)
→ 2.9%	25.4%	/	/	/	-2.7
> O=C1CSC(=Nc2ccccc2)N1Cc1ccccc1
→ -2.2%	-6.0%	-4.4%	-29.5%	0.2%	-31.3

# Compound profiles, as listed above. Order of screens: AmpC detergent, Sm TGR inh, AMA1-RON2 inh, AmpC no deterg, Giardia FBPA inh, HCMV inh
# CCCCCc1c(C)nc(NCc2ccccc2)[nH]c1=O is listed as -12.9%, -6.8%, -7.0%, -33.3%, -10.5%, -13.9
# COCC(C)NCc1ccc(OC)c(Br)c1 (stereo not drawn) is listed as -9.7%, -4.7%, -20.5%, -3.7%, -27.0%, -22.4
# O=C1CSC(=Nc2ccccc2)N1Cc1ccccc1 is listed as -2.2%, -6.0%, -4.4%, -29.5%, 0.2%, -31.3
# Cc1ccc(Nc2ncnc3c2cnn3-c2ccc(C)cc2)cc1 is listed as 2.2%, -0.1%, /, /, /, 33.7
# O=C1CC(c2ccc(F)cc2)c2c(c3ccccc3oc2=O)O1 (stereo not drawn) is listed as 2.9%, 25.4%, /, /, /, -2.7

# Going on with the list:
# Sequence of screens: AmpC detergent	Sm TGR inh	AMA1-RON2 inh	AmpC no deterg	Giardia FBPA inh	HCMV inh
> CC1CC(C)CN(C(=O)Cc2c(C(=O)O)[nH]c3ccc(Cl)cc23)C1 (stereo not drawn)
→ -1.3%	7.0%	0.9%	-20.1%	16.0%	-38.3
> O=C1CC(c2cccc(F)c2)c2c(n3ncnc3[nH]c2=O)N1 (stereo not drawn)
→ -1.0%	3.2%	/	/	/	6.0
> O=C1CN(C(=O)c2ccc(Br)o2)C(c2ccccc2)c2cc(Cl)ccc2N1 (stereo not drawn)
→ -6.1%	-23.9%	-19.4%	-16.3%	-5.3%	12.2
> COc1cnn(-c2ccccc2)c(=O)c1N(C)C
→ 3.8%	0.3%	1.0%	-25.8%	-0.2%	34.1
> CCOC(=O)C/C(C)=N/NC(=O)C1CC1(c1ccccc1)c1ccccc1 (stereo not drawn)
→ -1.0%	4.1%	65.6%[activator]	-33.0%	3.4%	-8.2
> COc1ccc(C2C3=C(CC(C)(C)CC3=O)N(CC(=O)O)C3=C2C(=O)CC(C)(C)C3)cc1OC
→ ?	-30.8%	3.5%	-9.2%	-16.0%	1.6
> CCOc1ccccc1CNC(=O)c1cnc2sc(N3CCCC3)nn2c1=O
→ -5.3%	-8.1%	/	/	/	-35.0
> CC(OC(=O)c1ccccc1NS(=O)(=O)c1cccc(C(F)(F)F)c1)C(=O)N(C)Cc1ccccc1 (stereo not drawn)
→ 5.2%	-3.1%	-13.0%	-4.3%	-0.2%	?
> COc1ccc(NC(=S)Nc2ccccc2)c(OC)c1
→ 4.1%	-17.9%	2.6%	-16.3%	-6.4%	-8.7
> Cc1cccc(CSCCNC(=O)CN(c2cc(C)cc(C)c2)S(C)(=O)=O)c1
→ -0.8%	-1.7%	-9.1%	89.7%[activator]	-1.9%	?
> CC(=O)c1sc(NC(=O)COc2c(C)cc(Cl)cc2C)nc1C
→ 2.7%	-15.2%	/	-31.6%	0.5%	/
> CC1CCc2c(sc(NC(=O)c3cc4nc(-c5ccc(Cl)cc5)cc(C(F)(F)F)n4n3)c2C#N)C1 (stereo not drawn)
→ -6.2%	-7.0%	/	/	/	-19.5
> COc1cccc(C(C(=O)NC2CCCC2)N(C(=O)c2ccco2)c2ccc(NC(C)=O)cc2)c1OC (stereo not drawn)
→ 5.2%	3.4%	-2.0%	27.4%	13.2%	2.6
> c1cncc(CSc2nnc3ccc(-c4ccco4)nn23)c1
→ ?	?	11.0%	-25.8%	1.2%	-32.5
> CC(C)COc1ccc(C(=O)NCc2ccco2)cc1
→ 1.5%	?	5.1%	-29.5%	0.0%	-5.7

# The listing continues.
# Sequence of screens: AmpC detergent	Sm TGR inh	AMA1-RON2 inh	AmpC no deterg	Giardia FBPA inh	HCMV inh
> Cc1c2ccccc2nc2c(F)c(N(C)C)c(F)c(F)c12
→ ?	-25.6%	77.3%[activator]	59.9%	-19.9%	15.6
> O=C(Cc1cccs1)NCc1cn2ccccc2n1
→ ?	4.6%	-0.4%	-3.8%	0.6%	13.7
> O=C(CN1CCC(C(=O)c2ccc3c(c2)OCCO3)CC1)Nc1ccccc1F
→ -3.5%	-4.2%	-15.5%	27.3%	7.0%	-27.3
> O=C(COC(=O)C1=COCCO1)NCc1ccc(F)cc1
→ 4.4%	7.9%	10.0%	-5.1%	/	36.6
> CCOC(=O)N1CCC(NC(=O)c2ccc3c(c2)N(Cc2ccc(Cl)cc2)C(=O)c2ccccc2S3(=O)=O)CC1
→ 2.0%	1.4%	/	/	/	15.8
> Cc1ccc(-n2nc3c(=O)n(C(C)C(=O)NCc4ccc(Cl)cc4)nc(C)c3c2C)cc1 (stereo not drawn)
→ 0.2%	3.9%	-11.0%	5.1%	25.3%	-67.9*
> CCOC(=O)c1sc(NC(=O)C(C)Sc2nnc(N)s2)nc1C (stereo not drawn)
→ 2.4%	-1.8%	-5.8%	-24.3%	6.8%	51.9
> CCOc1cccc2cc(C(=O)NC(C)c3ccccc3)c(=N)oc12 (stereo not drawn)
→ -4.3%	0.0%	3.2%	-26.2%	/	41.5
> O=C(CN1C(=O)NC2(CCCC2)C1=O)Nc1ccc(Cl)c(C(F)(F)F)c1
→ -5.6%	-2.1%	-3.0%	7.6%	4.1%	10.4
> Cc1cc(C)nc(Sc2ccc(/C=C(\C#N)C(N)=O)o2)n1
→ -13.6%	-0.4%	8.8%	-15.8%	-0.4%	45.9
> CCCc1cc(=O)oc2cc(C)cc(OC(C)C(=O)NCCCN3CCOCC3)c12 (stereo not drawn)
→ 1.7%	-1.4%	3.6%	124.4%[activator]	1.5%	-6.3
> Cc1ccc(C)c(C(=O)CSc2nnnn2-c2cccnc2)c1
→ 7.9%	-2.0%	6.0%	-11.9%	-0.8%	?
> O=C(COCc1cc(-c2ccc3c(c2)OCO3)on1)Nc1cccc(O)c1
→ 14.1%	-0.6%	/	/	/	-7.0
